Compound activity: PubChem, National Center for Advancing Translational Sciences (NCATS)
rTrxR1 inhibitor – qHTS Assay for Inhibitors of Mammalian Selenoprotein Thioredoxin Reductase 1 (TrxR1): qHTS; Thioredoxin reductase 1, cytoplasmic (Rattus norvegicus), O89049; recombinant rTrxR1, NADPH fluorescence consumption, selenite substrate; Potency, µM (doses to about 114 µM), without a hit: top-dose activity change, negative = inhibition, usual class: inhibitors; 390,000 tested, 1% active; AID 588453, 2011; note: potency is the fitted concentration of half-maximal effect; % is set by controls: 0 for no effect and ±100 for the full control effect; nearly all actives have a fitted effect of over 65% in size
Target sequence (O89049 whole entry, looked up): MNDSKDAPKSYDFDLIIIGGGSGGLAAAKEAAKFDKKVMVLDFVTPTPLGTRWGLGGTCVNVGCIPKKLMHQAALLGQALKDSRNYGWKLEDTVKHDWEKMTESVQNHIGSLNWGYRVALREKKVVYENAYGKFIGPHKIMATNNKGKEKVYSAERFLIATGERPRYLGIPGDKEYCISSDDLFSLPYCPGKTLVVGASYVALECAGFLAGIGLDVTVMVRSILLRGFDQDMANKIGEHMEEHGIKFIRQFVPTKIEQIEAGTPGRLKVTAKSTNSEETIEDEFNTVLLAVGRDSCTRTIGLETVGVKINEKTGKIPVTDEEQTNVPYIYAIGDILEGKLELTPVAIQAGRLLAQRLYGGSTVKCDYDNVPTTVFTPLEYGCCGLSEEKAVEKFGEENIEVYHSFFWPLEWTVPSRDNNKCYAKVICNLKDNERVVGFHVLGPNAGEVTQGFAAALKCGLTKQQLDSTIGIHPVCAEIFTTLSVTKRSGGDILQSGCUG
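Rat TrxR1 (90 nM in the dispensed reagent) was pre-reduced with 400 uM NADPH for 5 min at room temperature, then incubated with compound for 15 min. After 400 uM selenite was added, NADPH fluorescence (Ex 340/Em 450 nm) was followed for 8 min.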
mIDH1 inhibitor – qHTS for Inhibitors of mutant isocitrate dehydrogenase 1 (IDH1): qHTS; AID 602179, 2012; Isocitrate dehydrogenase [NADP] cytoplasmic (Homo sapiens), O75874; IDH1-R132H enzyme, NADPH consumption, diaphorase/resazurin fluorescence; Potency, µM (titrated, usually from 76.6 µM), for the others: at the top dose activity change, negative = inhibition, actives largely listed as inhibitors; 390,000 tested, 0.093% active; note: potency is the fitted concentration of half-maximal effect; % is set by controls: 0 for no effect and ±100 for the full control effect; nearly all actives have a fitted effect of over 65% in size
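IDH1-R132H (0.5 ug/mL) preincubated 30 min with compound, then NADPH (0.016 mM) and alpha-KG (2 mM) added; 80 min at RT, pH 7.5. Remaining NADPH coupled via diaphorase/resazurin to fluorescence (540/590 nm); concentration-response curves normalized to no-enzyme control.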
Vif-APOBEC3F blk – qHTS for Inhibitors of Vif-A3F Interactions: qHTS; 390,000 tested, 0.2% active; Potency, µM (highest dose often 46.1 µM), for inactives: top-dose activity, negative = active; HeLa A3F-eYFP + Vif (tagged APOBEC3F with the HIV-1 protein that degrades it), YFP fluorescence increase; note: potency is the fitted concentration of half-maximal effect; % of control where 0% means no effect; nearly all actives have a fitted effect of over 65% in size
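HeLa cells stably expressing Vif plus C-terminally eYFP-tagged A3F were seeded, incubated overnight at 37 deg C, dosed with compound, incubated overnight again at 37 deg C. Yellow fluorescence (Ex 488/Em 500-530) reported blocked Vif-mediated A3F-eYFP degradation.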
LDHA inh – qHTS assay for inhibitors of human lactate dehydrogenase | purified LDHA, NADH/diaphorase-resazurin fluorescence; stronger effect = lower value | activity change, % (values are at about 110 or 230 µM) | AID 1347041, 2019 | 480,000 tested, 0.15% active; in the data active = activity change below about -30%; inconclusive = mostly about -25% to -30%;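 note: plate controls were DMSO wells for no effect and wells without enzyme for full effect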
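Human LDH5 at 2 nM final in Tris HCl pH 7.4 with 0.06 mM NADH and 0.2 mM pyruvate, reacted 5 minutes at room temperature. Remaining NADH coupled via diaphorase/resazurin; resorufin fluorescence read at 0 and 20 minutes, normalized to enzyme-free and DMSO wells.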
USP1 inh – Inhibitors of USP1/UAF1: Primary Screen. AID 743255, 2014. Potency, µM (top dose mostly 57.1 µM), without a hit: top-dose activity change, negative = inhibition, usual class: inhibitors. recombinant USP1/UAF1, Ub-Rhodamine cleavage fluorescence. Ubiquitin carboxyl-terminal hydrolase 1 (Homo sapiens), O94782. 390,000 tested, 0.23% active; note: potency is the fitted concentration of half-maximal effect; % is set by controls: 0 for no effect and ±100 for the full control effect; nearly all actives have a fitted effect of over 60% in size; inactives centre near -12
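High-throughput fluorogenic screen: 1nM USP1/UAF1 complex, Ub-Rho substrate 150nM final, 50mM HEPES pH 7.8 with 0.5mM EDTA, 0.1 mg/ml BSA, 1mM TCEP and 0.01% Tween-20.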
TrxR1 substrate – qHTS Assay for Substrates of Mammalian Selenoprotein Thioredoxin Reductase 1 (TrxR1): qHTS. Potency, µM (top dose mostly 114 µM), inactives show at the highest dose activity change, negative = substrate turnover. 390,000 tested, 0.01% active. Thioredoxin reductase 1, cytoplasmic (Rattus norvegicus), O89049. purified TrxR1 substrate turnover, NADPH consumption readout; note: potency is the fitted concentration of half-maximal effect; % is set by controls: 0 for no effect and ±100 for the full control effect; nearly all actives have a fitted effect of over 50% in size
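Rat TrxR1, dispensed at 90 nM, was prereduced with 400 uM NADPH (final) for 5 min at ~22 deg C, then incubated with compound 15 min before 400 uM selenite. A first-read NADPH fluorescence drop versus no-compound background flagged substrates.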
Vif-APOBEC3G blk – qHTS for Inhibitors of Vif-A3G Interactions: qHTS. HeLa A3G-eYFP + Vif (tagged APOBEC3G with the HIV-1 protein that degrades it), YFP fluorescence, overnight. Potency, µM (series often up to 46.1 µM), without a hit: at the top dose activity, negative = active, actives largely listed as inhibitors. 410,000 tested, 0.076% active;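 note: potency is the fitted concentration of half-maximal effect; % is set by controls: 0 for no effect and ±100 for the full control effect; nearly all actives have a fitted effect of over 60% in size; hits raise eYFP signal because A3G escapes Vif-driven loss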
Target sequence (Q9HC16 whole entry, looked up): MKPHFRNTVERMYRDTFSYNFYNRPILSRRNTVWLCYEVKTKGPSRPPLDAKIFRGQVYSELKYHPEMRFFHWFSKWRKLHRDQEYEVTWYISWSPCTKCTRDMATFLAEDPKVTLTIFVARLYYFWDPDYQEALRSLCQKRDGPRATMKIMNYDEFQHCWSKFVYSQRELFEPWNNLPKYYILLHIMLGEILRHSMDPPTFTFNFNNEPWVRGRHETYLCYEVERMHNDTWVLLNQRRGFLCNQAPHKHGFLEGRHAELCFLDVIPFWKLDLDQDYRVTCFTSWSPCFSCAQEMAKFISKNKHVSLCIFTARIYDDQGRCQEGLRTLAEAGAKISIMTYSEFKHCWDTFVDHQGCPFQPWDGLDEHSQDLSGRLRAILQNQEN
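Read-out is eYFP fluorescence (Ex 488/Em 500-530) from Vif-expressing HeLa A3G-eYFP cells; more signal means A3G escaped Vif-mediated degradation. Cells plated overnight, compound pinned in, incubated overnight at 37 deg C.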
RGS4 inhibitor – Inhibitors of Regulator of G Protein Signaling (RGS) 4: qHTS; Regulator of G-protein signaling 4 (Homo sapiens), P49798; Transcreener GDP fluorescence polarization, RGS4-accelerated GTP hydrolysis; Potency, µM (top dose mostly 114 µM), for the others: top-dose activity change, negative = inhibition, hits mostly inhibitors; 390,000 tested, 0.039% active; AID 504845, 2011; note: potency is the fitted concentration of half-maximal effect; % is set by controls: 0 for no effect and ±100 for the full control effect; nearly all actives have a fitted effect of over 75% in size; some results filed as inactive show a strong effect at the top dose
Target sequence (P49798 whole entry, looked up): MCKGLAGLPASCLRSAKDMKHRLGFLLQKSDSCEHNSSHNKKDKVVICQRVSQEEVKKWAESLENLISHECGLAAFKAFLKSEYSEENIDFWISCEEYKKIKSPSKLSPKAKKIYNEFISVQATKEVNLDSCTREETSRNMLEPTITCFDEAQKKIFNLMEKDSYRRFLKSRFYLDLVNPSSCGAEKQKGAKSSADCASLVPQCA
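MLSMR compounds (23 nl, pin-transferred) preincubated 10 min at room temperature with a 500nM (2x) first reagent, then RGS4 at 900nM (2x) plus Transcreener GDP mix added; fluorescence polarization (620/688 nm) read before and after 90 min at 30 °C.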
Glioma ERSR ind – qHTS for Inducers of the Endoplasmic Reticulum Stress Response (ERSR) in Human Glioma: qHTS; Potency, µM, for inactives: top-dose activation, actives largely listed as activators; 420,000 tested, 0.02% active; U87-MG GRP78 promoter luciferase reporter, 16 h; AID 602332, 2012; note: potency is the fitted concentration of half-maximal effect; series mostly up to about 76 µM; % of control where 0% means no effect; nearly all actives have a fitted effect of over 35% in size
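Stably transfected U87-MG glioma cells carrying a GRP78-based luciferase sensor; 16 h compound incubation. Luminescence end-point read 10 min after Bright-Glo addition at room temperature.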
An asterisk follows results filed as active; ? = inconclusive; . = no result given; & = joins results of further samples; [ ] = another dose, or the depositor's remark. Unless noted, calls come from the whole dose curve; as a rule, active = well fitted curve in the direction sought with a large enough effect; inconclusive = small, poorly fitted or top-dose-only effect, or another doubt; inactive = no such curve, though single readings can be large; an effect the other way counts as inactive or inconclusive.

SMILES | rTrxR1 inhibitor | mIDH1 inhibitor | Vif-APOBEC3F blk | LDHA inh | USP1 inh | TrxR1 substrate | Vif-APOBEC3G blk | RGS4 inhibitor | Glioma ERSR ind
O=C(CNCc1cccc2ccccc12)Nc1ccccc1[N+](=O)[O-] | 8%[57.1 µM] | 7% | -26% | -6 | -8% | 5%[57.1 µM] | -2% | 13% | -3%
CCN(CC)c1ccc(/C=N/NC(=O)CN2CCCc3ccccc32)cc1 | 27% | -5% | 1% | 3 | -26% | 16% | -13% | -25% | -5%
CCC(=O)NNc1nc2c(C)cc(C)cc2s1 | 5% | 4% | 11% | 13 | -11% | 3% | -4% | -1% | 5%
COC(=O)c1[nH]c2cc(OC)ccc2c1NC(=O)CN1CCC(C(N)=O)CC1 | 6%[57.1 µM] | -1% | -4% | 0 | -19% | 1%[57.1 µM] | 0% | -1% | 4%
Nc1nc(COC(=O)CCC(=O)c2ccccc2)nc(Nc2ccccc2)n1 | 3%[57.1 µM] | -6% | 3% | -3 | -24% | 0%[57.1 µM] | -2% | -18% | 0%
CC(=O)Nc1ccc(NC2=CC(=O)c3ccccc3C2=O)cc1 | -19% | 3% | -4% | 16 | -9% | -7% | -3% | -9% | -4%
COCC1CCN(C(=O)C2CCC(=O)N(Cc3cccc(C(F)(F)F)c3)C2)CC1 (stereo not drawn) | -3% | 2% | 3% | -4 | -18% | -2% | 2% | 17% | 1%
CNC(=O)CCC(=O)Nc1ccc(C)cc1 | 10% | -17% | -1% | -16 | -10% | -2% | -1% | 20%[11.4 µM] | -3%
Cc1ccc(C(=O)O)cc1NC(=S)NC(=O)c1ccc(-c2ccc(Cl)cc2)o1 | ? | -16% | 1% | -5 | -17% | 2% | 1% | -15%[11.4 µM] | -1%
C=CCN(c1ccc(F)cc1)S(=O)(=O)c1cc(C(=O)NC2CC2)ccc1Cl | . | -5% | 0% | -4 | -20% | . | 2% | . | -1%
Cn1cccc1-c1cc(C(=O)N/N=C/c2ccc(F)cc2)[nH]n1 | 3% | 1% | -5% | -6 | -3% | 0% | -3% | -8% | 4%
Cc1ccc(/C=N/NC(=S)NC2CCCCC2)o1 | ? | -5% | -4% | -1 | -11% | -15% | 1% | -27% | 2%
O=C(Cn1cc([N+](=O)[O-])cn1)NCC1CCCO1 (stereo not drawn) | -1% | -1% | -6% | -3 | -20% | -4% | -1% | -24% | -2%
Cc1c(C)n2c3c(cccc13)CC2 | 15%[57.1 µM] | 2% | -21% | -6 | -4% | 6%[57.1 µM] | 0% | 16% | -2%
COc1ccccc1NC(=O)CN1C(=O)CSC(C)C1=O (stereo not drawn) | 12% | 9% | -12% | -1 | -7% | 3% | 2% | -11% | -1%
Cc1ccc(C(c2sc3nc(C)nn3c2O)N2CCOCC2)cc1 (stereo not drawn) | -8% | 9% | -9% | -4 | -13% | -6% | 1% | -34% | -5%
Cc1cccc(N2C(=O)C(O)=C(C(=O)c3cccs3)C2c2ccc(Cl)cc2)n1 (stereo not drawn) | 14%[57.1 µM] | 1% | 13% | 3 | -14% | -19%[57.1 µM] | -7% | -22% | -4%
O=C(CCNS(=O)(=O)c1ccc(Br)cc1)Nc1cccc(F)c1 | 17%[57.1 µM] | 6% | 6% | -4 | -8% | -2%[57.1 µM] | 0% | 13% | 0%
CCOC(=O)c1sc(S(C)(=O)=O)c2c1CCc1conc1-2 | -53% | 2% | 1% | 16 | -12% | 14% | -5% | -48% | -6%
CC(C)c1ccc(NC(=O)CCNS(=O)(=O)c2cccc3nonc23)cc1 | 17%[57.1 µM] | -1% | -10% | -6 | -23% | 14%[57.1 µM] | 2% | 9%[11.4 µM] | -3%

Some entries already given, showing only mIDH1 inhibitor and USP1 inh.
Compound	mIDH1 inhibitor	USP1 inh
Cc1ccc(/C=N/NC(=S)NC2CCCCC2)o1	-5%	-11%
O=C(CCNS(=O)(=O)c1ccc(Br)cc1)Nc1cccc(F)c1	6%	-8%

(more compounds)
SMILES | rTrxR1 inhibitor | mIDH1 inhibitor | Vif-APOBEC3F blk | LDHA inh | USP1 inh | TrxR1 substrate | Vif-APOBEC3G blk | RGS4 inhibitor | Glioma ERSR ind
CC(=O)NCCc1c[nH]c2ccc(O)cc12 | ? | 6% | -5% | -1 | -7% | 3%[57.1 µM] | 0% | -3%[56.9 µM] | -3%&-3%&-3%&-3%
O=C(COC(=O)c1c2c(nc3ccccc13)/C(=C/c1ccco1)CC2)NC1CCCC1 | ? | 0% | ? | 7 | -6% | -9% | -22% | ? | 1%
CCOCCOC(=O)C1=C(C)N(C)C(=O)NC1c1ccccc1F (stereo not drawn) | 6% | 8% | -5% | -4 | 1% | 1% | 3% | 4% | -4%
COC(=O)c1ccc(NC(=S)NC2CCCCC2C)cc1 (stereo not drawn) | 39%[11.4 µM] | 10% | -7% | -3 | -22% | -15% | -29% | -31% | -3%
S=C(NN=C1CCCCCC1)Nc1ccc(Cl)cc1 | ? | 2% | -5% | -4 | -8% | 0% | -11% | -36% | -3%
COc1cccc(N(CC(=O)Nc2cccc(F)c2)S(C)(=O)=O)c1 | -3% | 9% | -1% | -2 | -9% | -6% | 1% | -8% | 2%
COc1ccccc1-c1oc2ccccc2c1-c1ccc2c(c1)OCO2 | 28%[57.1 µM] | 7% | 0% | 3 | -33% | 39%[activator] | -13% | 7% | 9%
Cc1ccc2c(c1)cc(C)c1nnc(SCC(=O)NCc3ccco3)n12 | -4% | -7% | 0% | -5 | -10% | 4% | -7% | 4% | -2%
O=C(CSc1ccc(F)cc1)NCCc1ccc(Cl)cc1 | -4% | -4% | -18% | -9 | 2% | -8% | -2% | 2% | 2%
CC1=C(C(=O)OCc2ccccc2)C(c2ccccc2)NC(=O)N1CCCCCC(=O)O (stereo not drawn) | 3% | 11% | 6% | 6 | -24% | 12% | 2% | -28% | -2%
COc1ccc(-c2noc(CSc3nnc(C)n3-c3ccc(C)cc3)n2)cc1OC | 5% | 12% | 0% | -1&-8 | -33% | -2% | -3% | -11% | -2%
Cn1cc(Br)c(C(=O)NNC(=O)Cc2ccc(Cl)cc2)n1 | 2%[57.1 µM] | -4% | 5% | -4 | -5% | 3%[57.1 µM] | -7% | 0% | -1%
O=[N+]([O-])c1ccc(CSc2nnc(-c3cnccn3)o2)cc1 | -5% | 4% | -11% | -3 | -11% | -1% | -1% | -9%[56.9 µM] | -6%
Cc1ccc(-n2c(SCC(=O)Nc3ccc(N4CCOCC4)cc3)nc3ccccc3c2=O)cc1 | -1%[57.1 µM] | 6% | 4% | -4 | -15% | 3%[57.1 µM] | 0% | -4% | -4%
O=C(NCc1cccnc1)C1CCCN(S(=O)(=O)c2ccccc2)C1 (stereo not drawn) | 19% | 0% | -7% | 0 | -5% | 12% | 0% | 16% | 0%
COc1cc(C(=O)OCC(=O)NC2CCCCCC2)ccc1OCC(C)C | 14% | 3% | -1% | -2 | -11% | 3% | -6% | -3% | -2%
CCSc1ccccc1C(=O)NCc1ccco1 | 0%[57.1 µM] | 5% | -8% | -6 | 3% | 3%[57.1 µM] | 2% | -32% | -2%
Cc1noc(C)c1CSCC(=O)Nc1cccc(C(F)(F)F)c1 | -7% | 7% | -6% | 2 | -20% | -8% | -1% | -26% | -2%
OCCn1c(-c2ccc(F)cc2)csc1=Nc1ccccc1 | 0% | 8% | -2% | -3 | -14% | -5% | -4% | -24% | 3%
Cc1cc(OCCSc2nnc(-c3cccs3)n2C)ccc1Cl | 5%[57.1 µM] | 20% | -6% | 1 | -19% | 8% | -5% | -13%[11.4 µM] | -2%
COc1ccc(C(=O)OCC(O)COC(=O)c2ccc(OC)cc2)cc1 | 16% | -8% | -16% | 0 | -18% | 7% | 0% | 11% | -2%
C1=Nc2ccccc2/C1=C/c1c[nH]c2ccccc12 | 17% | . | . | 4 | . | 12%[0.0914 µM] | -12% | . | 4%
CCOCCCNC(=O)Cn1cc2c(n1)CCCC2 | 20%[57.1 µM] | -2% | 0% | -8 | -8% | 10%[57.1 µM] | 0% | -1% | -2%
Cc1ccc2c(c1)nnn2C1CCN(C(=O)c2ccccc2F)CC1 | 3% | 7% | 0% | 0 | -17% | -6% | 0% | -12% | -4%
CNc1oc(Cc2cccc3ccccc23)nc1C#N | -13% | 5% | 0% | 2 | -5% | -1% | -6% | 15% | -4%
N#CCCN1CCN(S(=O)(=O)c2ccc(S(=O)(=O)NC3CC3)cc2)CC1 | 40%[activator] | 1% | 3% | -3 | -17% | 9% | -4% | -39% | -4%

Some of the compounds tested; the hit share may differ from the screen's.
